Screening data from PubChem BioAssay.
Epigenetic derep = epigenetic control regulation, reporter derepression | 280,000 compounds, 0.2% hits | AID 1865 | Potency, µM (titrated, usually from 53.9 µM), for the others: at the highest dose GFP activation, hits mostly activators | murine LDR cells, GFP reporter derepression, 30 h; further: potency means the concentration at half of the fitted maximal effect; % of control where 0% means no effect; nearly all actives have a fitted effect of over 60% in size
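GFP-positive cell count by laser-scanning cytometry (objects 20–120 um) after 30 h, 37 C compound exposure of murine LDR cells; reporter is CMV-GFP integrated at a silenced locus, inducible by HDAC or DNMT inhibitors.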
CBFb RUNX1 block = blocks binding between human CBF-beta and RUNX1 | AlphaScreen CBFb-His/RUNX1-biotin binding, biochemical | 230,000 tested, under 10 active | Potency, µM (top dose mostly 59.8 µM), without a hit: at the highest dose activity, negative = inhibition, most hits filed as inhibitors | Q01196+Q13951; further: % of control where 0% means no effect
Target sequence (Q01196 whole entry, looked up): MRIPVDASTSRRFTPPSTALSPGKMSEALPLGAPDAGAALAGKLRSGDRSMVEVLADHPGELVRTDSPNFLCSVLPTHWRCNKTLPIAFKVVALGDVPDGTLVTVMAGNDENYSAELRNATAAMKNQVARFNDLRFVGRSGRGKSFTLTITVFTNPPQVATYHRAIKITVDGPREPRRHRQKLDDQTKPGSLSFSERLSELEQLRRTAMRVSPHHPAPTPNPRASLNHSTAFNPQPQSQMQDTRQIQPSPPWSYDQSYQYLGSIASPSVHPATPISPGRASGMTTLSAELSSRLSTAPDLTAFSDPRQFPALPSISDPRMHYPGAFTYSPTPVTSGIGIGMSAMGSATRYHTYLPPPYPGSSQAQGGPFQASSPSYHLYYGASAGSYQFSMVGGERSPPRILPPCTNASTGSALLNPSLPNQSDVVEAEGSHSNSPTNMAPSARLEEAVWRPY
Target sequence (Q13951 whole entry, looked up): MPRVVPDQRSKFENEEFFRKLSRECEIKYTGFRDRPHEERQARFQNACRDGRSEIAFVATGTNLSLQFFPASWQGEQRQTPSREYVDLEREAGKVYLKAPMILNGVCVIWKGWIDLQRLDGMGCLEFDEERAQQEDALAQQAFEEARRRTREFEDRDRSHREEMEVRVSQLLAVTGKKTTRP
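Proteins preincubated together for 20 min at RT before compound addition; 15 min later, nickel and streptavidin beads were added and left 90 min prior to AlphaScreen measurement.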
NPSR antagonist = neuropeptide S receptor (human) antagonism, cAMP; Q6W5P4; CHO-NPSR cells, cAMP TR-FRET, antagonist mode; Potency, µM (series often up to 38.3 µM), without a hit: top-dose activity change, negative = inhibition, hits mostly inhibitors; 220,000 compounds, 1% hits; AID 1461; further: potency means the concentration at half of the fitted maximal effect; on the % scale 0 is the no-effect control and ±100 the full control effect; nearly all actives have a fitted effect of over 50% in size; many of its hits are not listed in these tables
Tau FP inhib = inhibitors of human tau fibril formation; P10636; K18 P301L tau heparin fibrillization, Alexa594 FP, 6 h; Potency, µM (highest dose often 57.7 µM), for the others: at the highest dose activity, negative = inhibition, hits mostly inhibitors; AID 1468; 280,000 compounds, 0.39% hits; further: potency means the concentration at half of the fitted maximal effect; on the % scale 0 is the no-effect control and ±100 the full control effect; nearly all actives have a fitted effect of over 55% in size
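Human tau K18 […] P301L fragment, 15 uM unlabeled plus 0.24 uM Alexa 594-labeled tau (final), with compound and 20 uM heparin in 100 mM sodium acetate pH 7; 6 hr at 37 C, then Alexa 594 FP read.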
TRb SRC2 PPI = disrupts binding of human TR beta to SRC2. P10828. TRbeta-SRC2 peptide binding, fluorescence polarization; receptor liganded with 1 µM T3. Potency, µM (series often up to 106 µM), inactives show at the highest dose activity change, negative = inhibition, usual class: inhibitors. 280,000 compounds, 0.065% hits. AID 1469;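 further: potency means the concentration at half of the fitted maximal effect; plate controls were bound peptide for no effect and peptide without receptor for full effect; nearly all actives have a fitted effect of over 50% in size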
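Each compound concentration gave % activity, normalized to unbound and bound Texas Red SRC2 controls, from polarization read after 5 hr ambient incubation with T3-loaded human TRb LBD.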
TR SRC2 fluor cs = alters Texas Red total fluorescence, flagging assay interference. 280,000 compounds, 0.29% hits. Potency, µM (doses to about 106 µM), without a hit: at the highest dose fluorescence change, negative = quenching. TRb/SRC2 Texas Red total fluorescence interference. AID 1479; active means well fitted curve in either direction with a large enough effect; inconclusive means small, poorly fitted or top-dose-only effect; further: potency means the concentration at half of the fitted maximal effect; on the % scale 0 is the no-effect control and ±100 the full control effect
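Flags fluorescent or light-absorbing compounds by total fluorescence, S + 2P, at 555 nm excitation and 632 nm emission. Mixture: 20 nM Texas Red SRC2 peptide, 0.6 uM human TRb LBD, 1 uM T3, 5% DMSO; compound exposure 5 h at ambient temperature.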
Tau fluor counter = counter-screen for tau fibril formation inhibitors. 280,000 compounds, 0.93% hits. Potency, µM (top dose mostly 57.7 µM), for the others: at the highest dose activity change, negative = decrease. AID 1463. tau K18 P301L (four-repeat tau fragment) Alexa594 fluorescence, heparin fibrillization; further: potency means the concentration at half of the fitted maximal effect; on the % scale 0 is the no-effect control and ±100 the full control effect; nearly all actives have a fitted effect of over 55% in size
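Human K18 P301L tau (15 uM unlabeled plus 0.24 uM Alexa 594-labeled, final) in 100 mM sodium acetate pH 7 was mixed with compound and 20 uM heparin and incubated 6 hr at 37 C.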
aGal spleen mod = alpha-galactosidase A (human) modulation; P06280; human spleen homogenate, 4MU-alpha-Gal fluorescence, 40 min; Potency, µM (series often up to 80 µM), without a hit: at the top dose activity change, negative = inhibition, hits mostly inhibitors; 240,000 compounds, 0.008% hits; AID 2107;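 further: potency means the concentration at half of the fitted maximal effect; 0% = enzyme with vehicle and -100% = no enzyme basal signal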
Target sequence (P06280 32-429 limits assumed): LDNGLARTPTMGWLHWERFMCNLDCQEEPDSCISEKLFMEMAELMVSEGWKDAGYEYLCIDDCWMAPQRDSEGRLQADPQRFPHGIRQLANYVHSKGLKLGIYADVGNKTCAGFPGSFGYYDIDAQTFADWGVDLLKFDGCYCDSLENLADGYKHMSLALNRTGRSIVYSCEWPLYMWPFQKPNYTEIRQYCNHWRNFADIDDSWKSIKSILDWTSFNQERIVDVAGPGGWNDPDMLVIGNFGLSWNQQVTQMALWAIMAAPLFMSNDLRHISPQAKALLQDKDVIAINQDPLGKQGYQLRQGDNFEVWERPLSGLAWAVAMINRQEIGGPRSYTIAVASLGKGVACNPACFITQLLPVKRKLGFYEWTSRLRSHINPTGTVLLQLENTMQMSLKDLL
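Human spleen homogenate (1 ug) was the enzyme source, with 4-methylumbelliferyl-alpha-D-galactopyranoside (1 mM final) in pH 5.0 citrate buffer with 0.01% Tween-20. Compounds were titrated; after 40 min at 37C, NaOH/glycine stop, 4-MU fluorescence read; AC50 from Hill fits.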
Starred values were filed as active, the others as inactive; ? = inconclusive; / = no result given; & = joins results of further samples; [ ] = remark or other dose. Unless noted, the call rests on the fitted dose curve; in most records, active means well fitted curve in the direction sought with a large enough effect; inconclusive means small, poorly fitted or top-dose-only effect, or another doubt; inactive means no such curve, though single readings can be large; an effect the other way counts as inactive or inconclusive.

SMILES	Epigenetic derep	CBFb RUNX1 block	NPSR antagonist	Tau FP inhib	TRb SRC2 PPI	TR SRC2 fluor cs	Tau fluor counter	aGal spleen mod
CCOC(=O)C1CCN(C(=O)c2cccc(NS(=O)(=O)c3ccc(F)c(F)c3)c2)CC1	-1.4%	13%	-9%	0%	-5%	-1%	-8%	-1%
Cc1ccc(O)c(NC(=O)CCS(=O)(=O)c2nc(-c3ccc4c(c3)OCO4)cc(C(F)(F)F)n2)c1	10%	/	/	9%	1%	-2%	?	/
CCCCCc1ccc(OCCCC[n+]2cccc(C)c2)c(CCCCC)c1	0.0%	4%	16%	1%	7%	5%	6%[2.34 µM]	6%
CC1Cc2nc(SCC(N)=O)n(C)c(=O)c2S1 (stereo not given)	-1.0%	10%	4%	6%	8%	-2%	-2%	1%
CCCNC(=O)c1ccc(S(N)(=O)=O)cc1	-0.2%	-1%	-9%	6%	0%	-3%	-3%	-10%
COc1cccc(NC(=O)COC(=O)c2c(-c3ccccc3)noc2C)c1	-1.4%	2%	-15%[46.1 µM]	-7%	1%	1%	-28%	3%
O=C(Nc1ccc(F)cc1F)c1csc(-c2ccccc2)n1	-2.5%	23%	-16%	-9%	-1%	0%	-23%	-20%
Cc1nnc(SCCOC(N)=O)n1C	0.4%	4%	18%[46.1 µM]	6%	-8%	-4%	4%	3%
O=C(Nc1cccc(Cl)c1)OCc1cn(-c2ccc(Cl)cc2)nn1	-2.6%	5%	-8%[46.1 µM]	?	15%	2%	-4%	3%
COc1ccc(-c2[nH]n(-c3ccc([N+](=O)[O-])cc3)c(=O)c2C=NCC2CCCO2)cc1 (stereo not given)	1.1%	8%	12%	-7%	-5%	1%	?	-5%
O=C(Cc1csc(N2CCOCC2)n1)N/N=C/c1ccc(O)c(O)c1O	-1.4%	/	-3%	32µM*	2%	-5%	?	-13%
CCn1nnc2cc(C(=O)Nc3cc(C)ccc3C)ccc21	11%	/	/	-10%	-4%	-1%	-9%	/
CCOC(=O)N1CCN(C(=O)CSc2ccc(-c3ccccc3OC)nn2)CC1	-1.4%	-3%	-1%	1%	7%	-1%	0%	10%
COc1ccc(C(=O)NCc2ccc(-c3nc4ccccc4s3)cc2)cc1OC	2.8%	2%	-7%[46.1 µM]	?	-4%	-4%	?	2%
Cc1ccc(C(=O)NC(=S)NCc2cccnc2)cc1C	-1.0%	-1%	-3%	8%	-10%	4%	-3%	3%
Cn1nnc2cc(C(=O)N3CCSCC3)ccc21	5.4%	4%	6%[46.1 µM]	0%	-8%	-4%	-3%	1%
Cc1cc(NC(=O)c2cc(-c3ccc(Cl)cc3)on2)n(-c2ccccc2)n1	0.9%	/	/	-5%	-5%	-1%	-2%	/
Cn1nnnc1SCC(=O)Nc1ccc(Oc2ccccc2)cc1	-1.1%	0%	-16%[46.1 µM]	-11%	-10%	2%	-13%	-3%
COc1ccc2c(c1)c1c(c(=O)n(-c3cccc(C)c3)c(=O)n1Cc1cccc(Cl)c1)n2C	-3.1%	/	/	4%	0%	-1%	7%	/
O=C(COc1ccc2ccccc2c1)NC1=NCCS1	0.1%	-10%	2%[46.1 µM]	8%	2%	-3%	-7%	1%
O=C(CS(=O)(=O)c1cccc2nsnc12)NCc1ccccc1Cl	0.0%	/	/	1%	-6%	-2%	5%	/
O=C(Nc1nnc(SCc2ccc(Cl)cc2Cl)s1)C1COc2ccccc2O1 (stereo not given)	2.1%	-2%	-5%[46.1 µM]	-12%	4%	1%	-28%	-1%
CN(Cc1ccc(Cl)cc1)C(=O)CCl	2.4%	-4%	0%	12%	-6%	-5%	7%	-4%
COCc1[nH]nc2c1C(c1c(F)cccc1Cl)C(C#N)=C(N)O2 (stereo not given)	3.1%	6%	-24%[46.1 µM]	-10%	-7%	1%	-6%	5%

Fetched by compound from above:
SMILES	Epigenetic derep	CBFb RUNX1 block	NPSR antagonist	Tau FP inhib	TRb SRC2 PPI	TR SRC2 fluor cs	Tau fluor counter	aGal spleen mod
Cn1nnc2cc(C(=O)N3CCSCC3)ccc21	5.4%	4%	6%[46.1 µM]	0%	-8%	-4%	-3%	1%
O=C(COc1ccc2ccccc2c1)NC1=NCCS1	0.1%	-10%	2%[46.1 µM]	8%	2%	-3%	-7%	1%
O=C(CS(=O)(=O)c1cccc2nsnc12)NCc1ccccc1Cl	0.0%	/	/	1%	-6%	-2%	5%	/
CN(Cc1ccc(Cl)cc1)C(=O)CCl	2.4%	-4%	0%	12%	-6%	-5%	7%	-4%

Carrying on.
SMILES	Epigenetic derep	CBFb RUNX1 block	NPSR antagonist	Tau FP inhib	TRb SRC2 PPI	TR SRC2 fluor cs	Tau fluor counter	aGal spleen mod
Cc1c(O)ccc(NC(=O)/C=C/c2ccccc2)c1C	0.1%	-1%	-2%	2%	-4%	-3%	-8%	9%
CCOC(=O)c1nn(-c2ccc(F)cc2)c2nc(-c3ccccc3)c(C#N)c(=O)n12	1.0%	29%	-30%	-6%	2%	-5%	-15%	7%
Cc1nn(S(=O)(=O)c2ccc(C(C)C)cc2)c(C)c1S(=O)(=O)N1CCCCC1	-1.7%	/	/	-2%	4%	-1%	2%	/
Cc1nc2ccccn2c1C(=O)NCCCN1CCOCC1	0.0%	1%	-9%[46.1 µM]	8%	-3%	-3%	3%	-5%
O=C(NCCCN1CCCC1=O)c1ccc2c(c1)NC(=O)C(N1CCOCC1)S2 (stereo not given)	-0.8%	7%	0%[46.1 µM]	-4%	0%	4%	4%	0%
COc1ccc(NC(=O)Cn2c(C)cc(=O)c3ccccc32)cc1	0.2%	0%	19%	-3%	1%	-8%	-11%	-12%
COCCCNC(=O)C12CCC(C)(C(=O)C1)C2(C)C (stereo not given)	-1.1%	-4%	-5%[46.1 µM]	4%	9%	-2%	-1%	9%
CN(C)S(=O)(=O)c1cc(NC(=O)COC(=O)Cc2cccc3ccccc23)ccc1Cl	0.0%	1%	-15%[46.1 µM]	?	0%	-3%	?	6%
Cc1cc(=O)oc2cc(OC(C)C(=O)N3CCOCC3)ccc12 (stereo not given)	6.3%	0%	4%[46.1 µM]	-11%	-19%	2%	-3%	8%
O=C(C1CCC(Cn2c(=O)c3sccc3n(Cc3cccc(F)c3)c2=O)CC1)N1CCOCC1 (stereo not given)	0.8%	/	/	-1%	7%	-5%	-12%	/
Cc1sc(NC(=O)CSc2nc(N)n(CC(=O)c3ccccc3)n2)c(C#N)c1C	-13%	-2%	-20%[46.1 µM]	-4%	8%	0%	-27%	9%
CCOc1ccc(Cn2c(CNS(=O)(=O)c3c(C)cc(C)cc3C)nc3cccnc32)cc1	0.0%	/	/	13%	0%	0%	-14%	/
O=C(O)C(Cc1c[nH]c2ccccc12)N1CCS(=O)(=O)CC1 (stereo not given)	-3.2%	8%	8%	-3%	8%	-1%	-9%	-1%
O=c1c2cn[nH]c2nc(SCc2c(F)cccc2F)n1-c1ccc(Cl)cc1	?	-6%	-57%	?	-6%&-2%	0%&-2%	?	-4%
Cc1ccc2nc(-c3cccnc3)c(Nc3ccccc3C)n2c1	-1.1%&2.1%	-13%	-22%	5%&3%	-4%&2%	-1%&-4%	-11%&-19%	3%
CCOC(=O)c1c(NCc2ccccc2)n[nH]c1C	0.0%	-4%	12%	2%	8%	-4%	-2%	0%
O=C(O)/C(=C/c1ccco1)c1ccccc1	-1.5%	-8%	-1%	-11%	-1%	0%	0%	0%
COC(=O)c1c(SC)nc2ccccc2c1OCc1cccc(C)c1	0.6%	/	/	?	-1%	0%	-21%	/
CC1C/C(=N\NC(=O)c2ccc([N+](=O)[O-])cc2)CC(C)(C)C1 (stereo not given)	2.1%	0%	18%	0%	9%	1%	-8%	0%
O=C(CCN1C(=O)c2ccccc2C1=O)C1=NN[C@@H]2C(=O)N(c3ccc4c(c3)OCO4)C(=O)[C@H]12	-1.6%	-1%	-6%	-9%	3%	-4%	-17%	1%
CCSc1ccccc1C(=O)NCc1cccnc1	-3.5%	6%	-13%	1%	-14%	-1%	-6%	-2%
COc1ccc(CNC(=O)c2ccc(NC(=O)N3CCSc4ncccc43)cc2)cc1	1.2%	/	/	-6%	-3%	1%	-3%	/
COc1ccc(/C=N/Nc2nc(Nc3ccccc3)nc(N3CCCC3)n2)cc1[N+](=O)[O-]	-5.2%	-14%	4%	-3%	4%	-1%	-26%	-3%
Cc1ccc(-n2c(SCC(=O)NNC(=S)Nc3ccccc3)nc3ccccc3c2=O)cc1	0.0%	0%	-11%	2%	3%	0%	3%	-4%
CC(C)c1nc(-c2ccccc2)c(-c2ccccc2)[nH]1	-0.3%	-7%	-9%[46.1 µM]	5%	-3%	-4%	-8%	5%
CCNC(=O)c1c2c(nc3ccccc13)C(=O)N(C1CCCCC1)C2	2.9%	/	/	-1%	-13%	0%	0%	/
COCCCn1c(=S)[nH]c2ncccc2c1=O	-1.2%	3%	-12%[46.1 µM]	-8%	-3%	1%	-5%	-8%
CCc1ccc(N/C(SCc2cccc(F)c2)=C(/C#N)C(=O)NCc2ccco2)cc1	-0.9%	1%	-25%[46.1 µM]	-4%	5%	1%	-16%	-2%
COC(=O)CN1C(=O)C(O)(CC(=O)c2ccc(Cl)cc2)c2ccccc21 (stereo not given)	1.3%	14%	2%[46.1 µM]	-4%	-9%	-4%	5%	0%
O=C(CSc1ccc2nnc(-c3ccccc3)n2n1)N1CCCc2ccccc21	-1.0%	12%	-39%	1%	-14%	1%	3%	5%
O=C(O)c1cccc(S(=O)(=O)N2CCOCC2)c1	-1.0%	0%	-6%[46.1 µM]	2%	6%	2%	7%	1%
COc1cccc([C@@H]2Oc3ccc(Br)cc3C[C@H]2O)c1	-1.1%	3%	/	4%	4%	1%	-10%	-8%
Cc1ccc(NC(=O)Cn2cc(S(=O)(=O)Cc3cccc(Cl)c3)c3ccccc32)cc1C	-1.2%	/	/	?	12%	7%	-16%	/
COC(=O)Nc1ccc(S(=O)(=O)N(CCO)CC(F)(F)C(F)F)cc1	0.0%	1%	-7%[46.1 µM]	-1%	-3%	-1%	0%	5%

The list is partial, so the mix of outcomes need not match the whole.
